Screening results: PubChem, several laboratories
HDAC3 inh: HDAC3 deacetylase inhibitors, primary screen, biochemical, fluorescence, cell-free homogeneous; recombinant HDAC3, fluorogenic peptide/trypsin coupled; actives 0.15% (n = 320,000); inhibition, % at 8.3 µM; Histone deacetylase 3 (Homo sapiens), O15379; in the data active means inhibition above about 26%, passing the limit was not always enough
KCNQ1 inh: inhibitors of human KCNQ1 channel, primary screen, cell-based, thallium flux, high-throughput; B-score at 10 µM; AID 2642, 2010; actives 1.3% (n = 310,000); Potassium voltage-gated channel subfamily KQT member 1 (Homo sapiens), P51787; CHO-K1 KCNQ1, FluxOR thallium flux fluorescence; stronger effect = higher value;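 active means compounds whose thallium flux B-score, printed positive for inhibition, exceeds three library SD while starting fluorescence stays within three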;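 further: channel opened by potassium depolarization with thallium stimulus after 20 min compound exposure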
Target sequence (P51787 whole entry, looked up): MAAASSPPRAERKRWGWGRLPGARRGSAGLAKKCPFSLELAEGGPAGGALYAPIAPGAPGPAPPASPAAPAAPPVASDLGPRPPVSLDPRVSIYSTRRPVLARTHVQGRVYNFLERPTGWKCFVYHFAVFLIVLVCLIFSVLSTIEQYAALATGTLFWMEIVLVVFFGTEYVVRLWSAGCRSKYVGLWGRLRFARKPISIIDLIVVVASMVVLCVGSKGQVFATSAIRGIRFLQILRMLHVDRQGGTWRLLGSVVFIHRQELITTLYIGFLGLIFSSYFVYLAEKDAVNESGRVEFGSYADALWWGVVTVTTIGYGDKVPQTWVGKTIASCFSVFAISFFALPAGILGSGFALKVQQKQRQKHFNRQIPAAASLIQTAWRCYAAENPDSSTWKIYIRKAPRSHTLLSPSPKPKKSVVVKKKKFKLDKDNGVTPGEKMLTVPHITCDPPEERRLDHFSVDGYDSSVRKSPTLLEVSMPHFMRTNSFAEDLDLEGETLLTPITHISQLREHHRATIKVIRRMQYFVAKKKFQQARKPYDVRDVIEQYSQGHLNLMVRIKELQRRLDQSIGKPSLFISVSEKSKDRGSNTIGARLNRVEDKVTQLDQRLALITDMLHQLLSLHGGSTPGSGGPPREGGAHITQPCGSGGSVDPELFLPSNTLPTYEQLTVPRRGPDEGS
PolyA inh: polyadenylation inhibitors in yeast reporter cells, primary screen, luminescence, S. cerevisiae; calls only at 12 µM; actives 0.02% (n = 300,000); S. cerevisiae SKY197-pL101 polyadenylation reporter, beta-gal luminescence; efflux-impaired pdr1/pdr3 knockout yeast; score 100 = 6 SD above DMSO;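 active means lowest replicate activity score at least 50, where 100 means six control SD above control mean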;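 further: yeast exposed to compound for 9 h at 30 °C; higher score means more reporter readthrough which indicates perturbed polyadenylation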
KCNK3 inh: human KCNK3 channel inhibitors, primary screen, CHO cells, FluxOR thallium flux, B-score. Potassium channel subfamily K member 3 (Homo sapiens), O14649. FluxOR fluorescence; stronger effect = lower value. B-score at 10 µM. actives 0.84% (n = 340,000). AID 602410, 2012;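 active means B-score under library mean minus 4 SD, starting fluorescence ratio at most library mean plus 5 SD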;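 further: more negative B-score means stronger inhibition of thallium flux through KCNK3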
hERG protect: hERG rescue from dofetilide block, primary screen, cell-based, CHO-hERG, FluxOR thallium flux, dofetilide IC70 | AID 1511, 2009 | dofetilide IC70 present | actives 0.51% (n = 310,000) | activation (rescue from dofetilide block), less the hit threshold, % at 10 µM | Voltage-gated inwardly rectifying potassium channel KCNH2 (Homo sapiens), Q12809;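 active means activation above the mean of controls blocked by dofetilide plus 5 SD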;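 further: thallium influx through hERG after potassium depolarization seen as dye fluorescence rise; in these data hits start at about 4.7%; inactives centre near -7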
GSK3B inh: human GSK3beta kinase inhibitors, primary screen, biochemical, cell-free homogeneous, HTS; GST-GSK3beta kinase, ADP-Glo luminescence, 60 min; stronger effect = lower value; Glycogen synthase kinase-3 beta (Homo sapiens), P49841; activity score (negative = inhibition), % at 10 µM; actives 0.038% (n = 300,000);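 active means more than half of replicate wells score below -50%, meaning over 50% inhibition versus plate controls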;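 further: 0% = median DMSO wells and -100% = median GW8510 positive control wells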
Target sequence (P49841 whole entry, looked up): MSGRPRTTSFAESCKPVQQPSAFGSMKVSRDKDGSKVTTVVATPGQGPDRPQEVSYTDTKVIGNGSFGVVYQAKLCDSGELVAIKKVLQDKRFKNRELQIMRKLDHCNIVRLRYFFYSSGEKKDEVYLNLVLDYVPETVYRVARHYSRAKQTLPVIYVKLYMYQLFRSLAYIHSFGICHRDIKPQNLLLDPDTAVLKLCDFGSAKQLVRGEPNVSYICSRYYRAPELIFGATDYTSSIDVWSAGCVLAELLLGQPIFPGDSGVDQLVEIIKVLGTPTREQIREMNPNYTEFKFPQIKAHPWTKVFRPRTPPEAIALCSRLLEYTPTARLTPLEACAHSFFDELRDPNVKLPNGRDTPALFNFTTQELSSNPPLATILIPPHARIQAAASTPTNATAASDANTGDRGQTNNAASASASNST
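Assay system: GST-fused GSK3beta enzyme, cell-free / Medium: Tris pH 7.5 buffer with MgCl2, DTT, BSA, heparin / Also added: peptide substrate plus 25 µM ATP (final) / Compound: 10 µM single point / Timing: kinase reaction with compound 60 min at room temperature / Detection: ADP-Glo luminescence / Benchmarks: DMSO neutral wells and GW8510 at 20 µM as positive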
RGS4 act: RGS4 potentiators or activators, primary screen, cell-based, HEK293 M3R inducible RGS4, calcium flux. carbachol calcium flux Fluo4; stronger effect = lower value. actives 0.92% (n = 310,000). B-score at 10 µM. AID 463111, 2010;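 active means B-score of the integrated calcium signal more than 4 SD below the library mean, with starting fluorescence not abnormally high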;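 further: negative B-score means reduced calcium response which marks RGS4 activation or potentiation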
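Assay system: HEK293 FlpIn-TREx cells, stable M3R, doxycycline-inducible RGS4 / Probe or stimulus: carbachol, ECmax concentration / Times: overnight RGS4 induction, 30 min dye load 37 °C, 20 min compound RT / Signal: kinetic calcium fluorescence imaging with Fluo4-AM dye, 2 µM / Measure: Agonist-evoked peak-minus-minimum fluorescence over baseline, integrated ratio, B score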
KCNK9 inh: KCNK9 potassium channel inhibitors, primary screen, HEK293 cells, thallium flux | Potassium channel subfamily K member 9 (Homo sapiens), Q9NPC2 | actives 1.2% (n = 310,000) | AID 488922, 2010 | B-score at 10 µM | FluxOR thallium flux fluorescence; stronger effect = lower value;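 active means ratio B-score over 3 SD below the library mean, with starting fluorescence within 5 SD of its mean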;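 further: negative B-score means less thallium flux so channel inhibition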
KCNQ1 pot: potentiators or activators of KCNQ1 channel, primary screen, cell-based, thallium flux, high-throughput; Potassium voltage-gated channel subfamily KQT member 1 (Homo sapiens), P51787; CHO-K1 KCNQ1, thallium flux FluxOR fluorescence; stronger effect = higher value; B-score at 10 µM; actives 0.35% (n = 310,000);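 active means fluorescence ratio B-score, a plate-corrected score, at least three library SD, with initial intensity B-score within 5 SD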
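assay system = KCNQ1-transfected CHO-K1 cells | medium = assay buffer with matched DMSO | probe or stimulus = depolarizing K+/Tl+ stimulus, K2SO4 and Tl2SO4 each 12.5 mM in 5x stock | dosing = single dose | incubation = dye 90 min, compound 20 min, room temperature | detection = kinetic FluxOR fluorescence, 10 s baseline plus 110 s post-stimulus | evaluation = ratio B score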
GSK3 alpha inh: blockers of GSK3A enzyme activity – biochemical, luminescence, cell-free homogeneous, HTS, primary screen; GSK-3 alpha kinase, ADP-Glo luminescence, 60 min; inhibition, % at 10 µM; actives 0.1% (n = 320,000);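 in the data active means inhibition above about 50%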;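 further: GST-tagged GSK-3 alpha with peptide substrate and 25 µM ATP; 0% = DMSO neutral wells and 100% = GW8510 positive control wells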
Dyrk1A ADPGlo: rat Dyrk1A kinase inhibitors, primary screen, biochemical, single point, plate reader. actives 0.43% (n = 310,000). Dual specificity tyrosine-phosphorylation-regulated kinase 1A (Rattus norvegicus), Q63470. inhibition, % at 12.5 µM. ADP-Glo luminescence, NFATc1 peptide; in the data active means inhibition above about 50%;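 further: plate controls were vehicle with enzyme for no effect and no enzyme for full effect; many of its hits are not listed in these tables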
* hit, by the source's call; i = inactive; x = no result given. An excerpt; count on the stated rates, not on these rows.

SMILES	HDAC3 inh	KCNQ1 inh	PolyA inh	KCNK3 inh	hERG protect	GSK3B inh	RGS4 act	KCNK9 inh	KCNQ1 pot	GSK3 alpha inh	Dyrk1A ADPGlo
CN1C(C(=O)Nc2ccccn2)=C(O)c2sc(Cl)cc2S1(=O)=O	4	i	i	i	-4	1	i	i	i	-3	-6
CC(C)c1ccc(CNn2cnnc2)cc1	-1	i	i	i	-3	x	i	i	i	1	-3
COc1cccc(NS(=O)(=O)c2ccc(-c3coc(C)n3)cc2)c1	-6	i	i	i	-3	3	i	i	i	-1	x
CC(C)C(NC(=O)c1ccc(C(C)(C)C)cc1)C(=O)N1CCCC1 (stereo unspecified)	4	i	i	i	-12	x	i	i	i	-3	0
O=C(Nc1cccnc1Cl)c1cc2c(s1)-c1ccccc1OC2	7	i	i	i	-9	1	i	i	i	1	-6
COc1ccc(C2CC(=O)C3=C(C2)Nc2ccccc2N(C(=O)CCC(=O)O)C3c2ccc(F)cc2)cc1 (stereo unspecified)	-10	i	i	i	-4	1	i	i	i	0	-8
O=C(CCl)NCc1cc(-c2ccc(Cl)cc2)no1	12	i	i	i	-10	2	i	i	i	-2	-2
COC(=O)C(C)(C)ONC(=O)Nc1ccccc1[N+](=O)[O-]	-11	i	i	i	-4	2	i	i	i	1	0
COc1ccc(-n2c(SCC(=O)N3CCCCC3)nc3ccccc3c2=O)cc1	x	i	i	i	-8	1	i	i	i	x	0
O=C(NCCc1c[nH]c2ccccc12)c1cc2sccc2n1Cc1ccccc1	6	i	i	i	-4	-1	i	i	i	2	2
CC1CCCCC1NC(=O)/C(C#N)=C/c1ccccc1F (stereo unspecified)	4	i	i	i	-16	0	i	i	i	-3	-3
Cc1ccc(C(=O)OCn2ncc(Cl)c(Cl)c2=O)cc1	-8	i	i	i	-28	3	i	i	10*	-4	4
CCOC(=O)c1c(NC(=O)Cn2nc(C(=O)O)c3ccccc3c2=O)sc(C)c1C	-3	i	i	i	-21	1	i	i	i	-2	6
Cc1ccccc1NC(=S)Nc1ccc2cn[nH]c2c1	-2	i	i	i	-11	-8	i	i	i	18	x
Cc1noc(C)c1CSc1ncnc2sc3c(c12)CCC3	x	i	i	x	2	0	i	i	i	x	x
Cc1cc(C(=O)COC(=O)C2CC2)c(C)n1-c1ccc(F)cc1	-2	i	i	i	-12	0	i	i	i	-2	-8
S=c1[nH]nc(Cn2nnc3ccccc32)n1-c1ccccc1	-4	i	i	i	-10	-2	i	i	i	-2	1
C/C(=N\OCC(=O)N/N=C/c1ccc(C)cc1O)c1cccs1	5	i	i	i	-14	-1	i	i	i	3	0
Cc1ccc(N2CCN(C(=O)C3CCCN(c4ncnc5c4nc4n5CCCCC4)C3)CC2)c(C)c1 (stereo unspecified)	1	i	i	i	-16	1	i	i	i	-1	0
CCOc1ccc(NC(=O)NC2CCS(=O)(=O)C2)cc1 (stereo unspecified)	4	i	i	i	-10	2	i	i	i	-1	-11
COC(=O)c1[nH]c(C)c(/C(O)=C2\C(=O)C(=O)N(CCN(C)C)C2c2ccco2)c1C (stereo unspecified)	-1	i	i	i	-8	1	i	i	i	4	-4
CCc1cc(=O)oc2cc(C)cc(OCC(=O)NC3CC3)c12	-6	i	i	i	-7	-2	i	i	i	5	3
CCOC(=O)/C(C#N)=C1/SC(CC)C(=O)N1c1ccc(C)cc1 (stereo unspecified)	5	i	i	i	-7	-1	i	i	i	3	-1
OC(c1cccnc1)c1cccs1 (stereo unspecified)	1	i	i	i	-6	-1	i	i	i	-5	x
Cc1ccc(C(=O)C[n+]2ccc3ccccc3c2)cc1	-2	i	i	i	-5	2	i	i	i	1	-5

Additional structures.
SMILES	HDAC3 inh	KCNQ1 inh	PolyA inh	KCNK3 inh	hERG protect	GSK3B inh	RGS4 act	KCNK9 inh	KCNQ1 pot	GSK3 alpha inh	Dyrk1A ADPGlo
CNC(=S)NNC(=O)c1c(C)nc2cc(C)ccn12	2	i	i	i	-2	3	i	i	i	0	-2
COc1cc(NC(=O)c2ccccc2)cc(OC)c1	-4	i	i	i	-17	0	i	i	i	-2	0
O=c1c2ccccc2n(CC(O)CN2CCOCC2)c2ccccc12 (stereo unspecified)	-27	i	i	i	-2	-2	i	-14*	i	-1	3
O=C(CCC(=O)N1CCc2ccccc2C1)N1CCN(S(=O)(=O)c2ccccc2)CC1	-3	i	i	i	-14	3	i	i	i	-18	-1
CN(CC(=O)Nc1cccc(F)c1)C(=O)CCC1CCCCC1	8	i	i	i	-14	-1	i	i	i	0	1
Cc1cc(N)n2nc(C)c(-c3ccccc3)c2n1	4	i	i	i	-9	-5	i	i	i	1	9
Cc1ccc(S(=O)(=O)NCCCCCC(=O)Nc2ccccc2C)cc1	-1	i	i	i	-7	2	i	i	i	-1	-1
CCCC1CC(C)(/C(C)=N\NC(N)=S)OC1=O (stereo unspecified)	-4	i	i	i	-2	-1	i	i	i	-3	-4
COc1ccc(-n2cnnc2SCC(=O)NC2CCS(=O)(=O)C2)cc1 (stereo unspecified)	1	i	i	i	-3	4	i	i	i	-2	3
CCN(Cc1ccncc1)C(=O)c1cc(COc2ccc(F)cc2F)on1	x	i	i	i	-8	-1	i	i	i	x	1
Cc1cc(C)c(S(=O)(=O)Cc2ccccc2)c(=O)[nH]1	13	i	i	i	-2	-6	i	i	i	-3	1
COc1cc(/C=N/NC(=S)NC2CC3CC2C2C=CCC32)ccc1O (stereo unspecified)	-9	i	i	i	-14	0	i	i	i	5	x
COc1ccccc1NC1C=CS(=O)(=O)C1 (stereo unspecified)	-15	i	i	i	-24	4	i	i	i	-4	-8
COc1ccccc1Nc1ncnc2sccc12	-2	i	i	i	-4	-2	i	i	i	1	27
CCCCN(C(=O)C1CC(=O)N(Cc2ccc(C)cc2)C1)c1c(N)n(CC(C)C)c(=O)[nH]c1=O (stereo unspecified)	-5	i	i	i	-10	-3	i	i	i	-2	-2
O=[N+]([O-])c1ccc(N=Nc2c(Cl)cc(O)cc2Cl)cc1	-1	8*	i	i	-23	2	i	i	i	1	29
Cc1ccccc1NC(=O)Cn1c(C)nc2ccc(NC(=O)C3CC3)cc2c1=O	2	i	i	i	-1	-5	i	i	i	0	-2
CC(C)N(C(=O)Cn1cnc2c(cnn2-c2ccccc2Cl)c1=O)C(C)C	2	i	i	i	-7	-3	i	i	i	-2	x
C=CCn1c(CCC(O)CCCCC)n[nH]c1=S (stereo unspecified)	-3	i	i	i	-5	3	i	i	i	1	4
COCCN(C(=O)CSc1nc2ccccc2c(=O)n1CC(C)C)c1c(N)n(Cc2ccccc2)c(=O)[nH]c1=O	5	i	i	i	-6	-1	i	i	i	2	-13
O=C(Nc1ccccc1C(=O)O)C1=NN=CC1	5	i	i	i	2	2	i	i	i	-1	9
Cc1ccc(NC(=O)Cn2nnc(C(=O)NCCc3ccccc3)c2N)c(C)c1	-4	i	i	i	-8	0	i	i	i	-1	4
Cc1cc(C)c(S(=O)(=O)N2CCCCC2)c(C)c1N(C)S(=O)(=O)c1ccc(Cl)cc1	2	i	i	i	-9	1	i	i	i	-1	-2
CN(C)c1cccc(C(=O)N2CCC(n3nccc3NC(=O)C3CCOC3)CC2)c1 (stereo unspecified)	-8	i	i	i	-10	x	i	i	i	0	-5
Cc1cc(F)ccc1Oc1cc(NN2CCCCC2)c([N+](=O)[O-])cc1[N+](=O)[O-]	-5	i	i	i	-12	-3	i	i	i	1	-1

Next results
SMILES	HDAC3 inh	KCNQ1 inh	PolyA inh	KCNK3 inh	hERG protect	GSK3B inh	RGS4 act	KCNK9 inh	KCNQ1 pot	GSK3 alpha inh	Dyrk1A ADPGlo
Oc1ccccc1N1CCN(Cc2ncc(-c3ccccc3)o2)CC1	-4	i	i	i	-6	-5	i	i	i	3	-16
CCCN(CC1CC1)C(=O)CCc1nnc(CCc2c[nH]c3ccccc23)o1	1	i	i	i	-9	1	i	i	i	1	1
Cc1c(C2(c3c(C)n(C)n(-c4ccccc4)c3=O)C(=O)Nc3ccc(F)cc32)c(=O)n(-c2ccccc2)n1C	2	i	i	i	-10	0	i	i	i	-2	0
CCOC(=O)N1C2=NC(C(=O)OC)=C(C(=O)OC)[C@@H]3Nc4ccccc4[C@]23C[C@H]1C(=O)OC	5	i	i	i	-7	1	i	i	i	-2	0
CCC(=O)Nc1ccc(S(=O)(=O)N2CCN(c3ccc(F)cc3)CC2)cc1	-2	i	i	i	-6	19	i	i	i	-7	5
Cc1cccc(NC(=O)CN2CCc3cc4c(cc3C2C)OCCCO4)c1 (stereo unspecified)	3	i	i	i	-13	4	i	i	i	-2	-1
N#CC1=CN(Cc2ccccc2)C=C(/C=N/Nc2ccccc2)C1	8	i	i	i	-16	1	i	i	i	1	x
COc1ccccc1NC(=O)Nc1ccc(-n2ccc(C(F)(F)F)n2)cc1	1	i	i	i	-7	-13	i	-7.8*	i	2	4
COc1ccc(-c2cc(C(=O)N(C)CC(=O)Nc3cccc(F)c3)c3ccccc3n2)cc1	-6	i	i	i	-24	2	-8.2*	i	i	0	-3
Cc1cccc(C)c1OCc1nnc(SCC(=O)Nc2ccc(N3CCOCC3)cc2)o1	-7	i	i	i	-5	8	i	i	i	2	-1
